ALOX15 inhib: 15-hLO (ALOX15) enzyme inhibition; purified 15hLO-1, xylenol orange hydroperoxide absorbance; hit rate 1.4% among 74,000; P16050; Potency, µM (top dose mostly 57.1 µM), without a hit: at the top dose activity change, negative = inhibition, hits mostly inhibitors; note: % is set by controls: 0 for no effect and ±100 for the full control effect; nearly all actives have a fitted effect of over 55% in size
Target sequence (P16050 whole entry, looked up): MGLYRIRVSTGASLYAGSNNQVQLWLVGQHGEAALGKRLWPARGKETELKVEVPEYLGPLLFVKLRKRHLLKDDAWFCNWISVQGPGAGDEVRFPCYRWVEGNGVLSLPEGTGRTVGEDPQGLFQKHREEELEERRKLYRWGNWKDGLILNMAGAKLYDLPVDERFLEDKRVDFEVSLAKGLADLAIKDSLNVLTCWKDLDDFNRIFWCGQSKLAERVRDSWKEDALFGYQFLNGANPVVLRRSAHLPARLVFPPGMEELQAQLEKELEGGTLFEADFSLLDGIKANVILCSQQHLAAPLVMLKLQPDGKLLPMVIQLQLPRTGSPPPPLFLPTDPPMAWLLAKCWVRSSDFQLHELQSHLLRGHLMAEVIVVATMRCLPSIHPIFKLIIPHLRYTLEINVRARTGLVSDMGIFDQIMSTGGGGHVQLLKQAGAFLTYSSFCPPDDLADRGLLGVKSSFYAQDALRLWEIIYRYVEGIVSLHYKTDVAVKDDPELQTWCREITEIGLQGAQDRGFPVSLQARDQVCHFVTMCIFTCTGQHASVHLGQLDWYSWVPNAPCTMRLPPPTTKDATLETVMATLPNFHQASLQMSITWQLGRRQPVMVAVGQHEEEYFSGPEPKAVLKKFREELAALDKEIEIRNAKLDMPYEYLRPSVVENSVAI
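Hydroperoxide formed from arachidonic acid (50 uM) by purified human 15hLO-1 (40 nM) oxidizes ferrous iron, and the ferric-xylenol orange complex is read at 573 versus 405 nm. Compounds were preincubated 15 min; reaction ran 6 min at room temperature.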
HBB splice mod: alters splicing of the hemoglobin beta chain; Potency, µM (series often up to 46.1 µM), inactives show at the top dose activation, usual class: activators; hit rate 0.06% among 65,000; AID 925; HBB splicing reporter cell assay, activation; EGFP reporter with mutant IVS2-654 intron; response scale: normalised to 500 nM splice-correcting PNA; note: 0% is about no effect
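Compounds were applied for 2 days to HeLa EGFP-654 cells, 500/well in Optimem with 2% FCS. The reporter's EGFP is disrupted by mis-splicing of beta-globin intron IVS2-654. Readout: summed well GFP fluorescence from 488 nm laser scanning; reference was 500 nM antisense […] 654 PNA.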
HADH2 inh: blocks human hydroxyacyl-CoA dehydrogenase type II; Potency, µM (series often up to 57.1 µM), for the others: top-dose activity change, negative = inhibition, actives largely listed as inhibitors; recombinant HADH2, NADH fluorescence, beta-hydroxybutyryl-CoA; hit rate 3.4% among 73,000; Q99714; note: % is set by controls: 0 for no effect and ±100 for the full control effect; nearly all actives have a fitted effect of over 60% in size; many of its hits are not listed in these tables
Target sequence (Q99714 whole entry, looked up, one chain of several): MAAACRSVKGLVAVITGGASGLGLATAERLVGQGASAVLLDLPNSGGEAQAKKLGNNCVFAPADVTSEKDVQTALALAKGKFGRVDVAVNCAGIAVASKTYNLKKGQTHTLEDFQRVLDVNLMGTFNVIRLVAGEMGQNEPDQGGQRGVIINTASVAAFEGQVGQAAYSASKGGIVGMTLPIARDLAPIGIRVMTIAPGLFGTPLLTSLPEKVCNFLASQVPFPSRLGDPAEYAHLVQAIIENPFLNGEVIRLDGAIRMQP
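20 nM HADH2 + cpd, 15 min RT; add 1 mM NAD+/90 uM beta-hydroxybutyryl-CoA; kinetic fluorescence 360/450 nm, 4 min. Tris-HCl pH 9.0, 0.01% Tween-20.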
* hit, by the source's call; ? = inconclusive; [ ] = dose if it differs, or a comment. Calls come from the whole dose curve; as a rule, active = well fitted curve in the direction sought with a large enough effect; inconclusive = small, poorly fitted or top-dose-only effect, or another doubt; inactive = no such curve, though single readings can be large; an effect the other way counts as inactive or inconclusive. Potency is the fitted concentration of half-maximal effect.

SMILES	ALOX15 inhib	HBB splice mod	HADH2 inh
CO[C@@H]1COC(=O)CCC[C@@H](C)[C@H](OC)COC(=O)[C@H](Cc2ccccc2)NC(=O)C/C=C\[C@H]1C	-2%[11.4 µM]	-1.0%[9.22 µM]	12%[11.4 µM]
CCN1C(=O)[C@H]2[C@H]3[C@H](O)[C@H](O)C/C(=N/OC[C@@H](O)[C@H]4O[C@H]5OC(C)(C)O[C@H]5[C@@H]4O)[C@@H]3CC[C@@H]2C1=O	-1%[11.4 µM]	3.0%[9.22 µM]	-6%[11.4 µM]
CO[C@@H]1COC(=O)C/C=C\[C@H](C)[C@H](OC)COC(=O)[C@H](C)NC(=O)C/C=C\[C@H]1C	1%[11.4 µM]	0.8%[9.22 µM]	-8%[11.4 µM]
COC(=O)NC(/C=C/c1ccco1)[C@@]1(C(=O)OC)CCCC1=O (some centres undefined)	0%[11.4 µM]	0.8%[9.22 µM]	-29%[11.4 µM]
COC(=O)NC(c1cccs1)C(C(C)=O)C(=O)OC (centres undefined)	23%[11.4 µM]	3.7%[9.22 µM]	-14%[11.4 µM]
Cc1cc2c(nc1C)CCCCN2C[C@H](C)O/N=C\[C@@H](C)[C@H](OCc1ccccc1)C(C)C	12%[11.4 µM]	2.2%[9.22 µM]	3%[11.4 µM]
CCc1cc2c(nc1CC)CCN(CC/C(C)=N/OC[C@@H](C)[C@H](OCc1ccccc1)C(C)C)C2	1%[11.4 µM]	2.5%[9.22 µM]	6%[11.4 µM]
CC(C)CN1CCc2nc(-c3ccccc3)c3c(c2CC1)COC(C)C3 (centres undefined)	10%[11.4 µM]	2.7%[9.22 µM]	-4%[11.4 µM]
CC1Cc2c(COc3ccccc3)nc3c(c2CO1)CN(CCOc1ccccc1)CC3 (centres undefined)	0%[11.4 µM]	3.0%[9.22 µM]	15%[11.4 µM]
O=C(N/N=C1/C[C@@H](O)[C@@H](O)[C@@H]2[C@@H]3C(=O)N(C4CCCCC4)C(=O)[C@H]3CC[C@@H]12)OCc1ccccc1	1%[11.4 µM]	0.8%[9.22 µM]	-3%[11.4 µM]
CC(=O)OC[C@@H]1O[C@H](C/C=N\O[C@@H](C)CN2CCCc3nc(C)c(C)cc32)C=C[C@@H]1OC(C)=O	-9%[11.4 µM]	1.3%[9.22 µM]	-4%[11.4 µM]
CC1=C(C)CC(c2ccccc2)C(C(=O)c2ccccc2O)C1 (centres undefined)	-8%[11.4 µM]	-0.6%[9.22 µM]	-5%[11.4 µM]
CC(C)=CCC/C(C)=C/CO/N=C1/C[C@@H](O)[C@@H](O)[C@@H]2[C@@H]3C(=O)N(C[C@@H]4CCCO4)C(=O)[C@H]3CC[C@H]12	0%[11.4 µM]	-0.2%[9.22 µM]	?
C=C(C)C(O)/C=C/c1ccc(Br)cc1 (centres undefined)	-17%[11.4 µM]	0.1%[9.22 µM]	-7%[11.4 µM]
CC(O)CCCCCCC/C=C/C=C/C(N)=O (centres undefined)	7%[11.4 µM]	2.0%[9.22 µM]	1%[11.4 µM]

The last five compounds of the section before come first, to join the parts.
SMILES	ALOX15 inhib	HBB splice mod	HADH2 inh
CC(=O)OC[C@@H]1O[C@H](C/C=N\O[C@@H](C)CN2CCCc3nc(C)c(C)cc32)C=C[C@@H]1OC(C)=O	-9%[11.4 µM]	1.3%[9.22 µM]	-4%[11.4 µM]
CC1=C(C)CC(c2ccccc2)C(C(=O)c2ccccc2O)C1 (centres undefined)	-8%[11.4 µM]	-0.6%[9.22 µM]	-5%[11.4 µM]
CC(C)=CCC/C(C)=C/CO/N=C1/C[C@@H](O)[C@@H](O)[C@@H]2[C@@H]3C(=O)N(C[C@@H]4CCCO4)C(=O)[C@H]3CC[C@H]12	0%[11.4 µM]	-0.2%[9.22 µM]	?
C=C(C)C(O)/C=C/c1ccc(Br)cc1 (centres undefined)	-17%[11.4 µM]	0.1%[9.22 µM]	-7%[11.4 µM]
CC(O)CCCCCCC/C=C/C=C/C(N)=O (centres undefined)	7%[11.4 µM]	2.0%[9.22 µM]	1%[11.4 µM]
CCOC(=O)CCN1C(=O)[C@H]2[C@H]3[C@H](O)[C@H](O)C/C(=N/O[C@@H]4O[C@@H](COC(C)=O)[C@@H](OC(C)=O)[C@@H](OC(C)=O)[C@H]4OC(C)=O)[C@H]3CC[C@@H]2C1=O	6%[11.4 µM]	0.0%[9.22 µM]	4%[11.4 µM]
C=CC1=C[C@@H](O)C2OC2C12OCCCO2 (some centres undefined)	11%[11.4 µM]	-0.7%[9.22 µM]	-8%[11.4 µM]
COC(=O)[C@H](C)NC(=O)C/C=C\[C@@H](C)[C@H]1C=C[C@H](O)[C@@H](CO)O1	4%[11.4 µM]	1.2%[9.22 µM]	-1%[11.4 µM]
COc1cc(C2NC(C(=O)O)Cc3c2[nH]c2ccccc32)cc(OC)c1OC (centres undefined)	9%[11.4 µM]	2.2%[9.22 µM]	8%[11.4 µM]
CC(=O)OCC1OC(c2ccc(C(C)=O)cc2)C=CC1OC(C)=O (centres undefined)	7%[11.4 µM]	-0.4%[9.22 µM]	2%[11.4 µM]
CO[C@H]1COC(=O)[C@H](C)NC(=O)C/C=C\[C@@H](C)[C@@H](NS(=O)(=O)c2ccc(C)cc2)COC(=O)[C@H](OCc2ccccc2)/C=C\[C@@H]1C	-2%[11.4 µM]	1.6%[9.22 µM]	3%[11.4 µM]
C#CC(C)OC(=O)c1nnc2c3ccccc3n(COC)c2n1 (centres undefined)	9%[11.4 µM]	-0.7%[9.22 µM]	10%[11.4 µM]
CC(C)CO/N=C1/C[C@@H](O)[C@@H](O)[C@@H]2[C@@H]3C(=O)N([C@@H](C)c4ccccc4)C(=O)[C@H]3CC[C@H]12	4%[11.4 µM]	2.1%[9.22 µM]	-2%[11.4 µM]
COc1ccc(O[C@H]2C=C[C@@H](c3ccccc3)O[C@@H]2CON=C(C)C)cc1	2%[11.4 µM]	2.5%[9.22 µM]	-6%[11.4 µM]
CO/N=C(/C)CCC(=O)OC[C@@H]1O[C@H](C#Cc2ccccc2)C=C[C@@H]1Oc1ccc(C)cc1	10%[11.4 µM]	1.8%[9.22 µM]	-3%[11.4 µM]
CCCCCCCC1=Cc2ccccc2C(CC(C)=O)N1C(=O)OC (centres undefined)	4%[11.4 µM]	4.7%[9.22 µM]	-1%[11.4 µM]
CCN1C(=O)[C@H]2[C@H]3[C@H](O)[C@H](O)C/C(=N/OC/C=C(\C)CCC=C(C)C)[C@@H]3CC[C@@H]2C1=O	-3%[11.4 µM]	1.0%[9.22 µM]	1%[11.4 µM]
O=C(/C=C/c1ccc(O)cc1)c1ccc(O)cc1O	-10%[11.4 µM]	0.4%[9.22 µM]	-19%[11.4 µM]
Cc1cc(C)c(-c2cc([C@H](C)O/N=C\[C@@H](C)[C@H](OCc3ccccc3)C(C)C)on2)c(C)c1	1%[11.4 µM]	0.7%[9.22 µM]	-2%[11.4 µM]
C/C(CCN1CCCc2nc(C)c(C)cc21)=N\O[C@@H](C)CN1CCCc2nc(C)c(C)cc21	2%[11.4 µM]	3.5%[9.22 µM]	10%[11.4 µM]
Cc1cc2c(c(=O)o1)[C@@H](O)[C@H]1O[C@@H]1C2=O	-7%[11.4 µM]	1.8%[9.22 µM]	3.2µM*
CC(C)CO/N=C1/C[C@@H](O)[C@@H](O)[C@@H]2[C@@H]3C(=O)N(C[C@@H]4CCCO4)C(=O)[C@H]3CC[C@H]12	-4%[11.4 µM]	4.0%[9.22 µM]	?
COc1ccc(CCN(C)CCCN2CCc3cc(OC)c(OC)cc3CC2=O)cc1OC	?	0.2%	7%
CCN1C(C)=C(C(=O)OC)C(c2ccccc2)N2C(=O)[C@@]3(C(=O)OC)O[C@@]12C1C(=O)N(C)C(=O)C13 (some centres undefined)	21%[11.4 µM]	4.9%[9.22 µM]	9%[11.4 µM]
CCN1C(=O)[C@H]2[C@H]3[C@H](O)[C@H](O)C/C(=N/O[C@@H](C)c4cn([C@H]5COC[C@H]5O)nn4)[C@@H]3CC[C@@H]2C1=O	3%[11.4 µM]	2.8%[9.22 µM]	-1%[11.4 µM]
C[C@@]12CCC3c4ccc(OC5C=CC(c6ccccc6)OC5CO)cc4CCC3C1CCC2=O (some centres undefined)	-19%[11.4 µM]	1.1%[9.22 µM]	3%[11.4 µM]
C/C(CCC(=O)OC[C@@H]1O[C@H](C#Cc2ccccc2)C=C[C@@H]1Oc1ccc(C)cc1)=N/O[C@@H](C)CN1CCCCc2nc(C)c(C)cc21	3%[11.4 µM]	1.1%[9.22 µM]	4%[11.4 µM]
C=CCC(O)CC1C2C(CC(O)CC=C)C3C1C3C2OC(C)(C)C (centres undefined)	3%[11.4 µM]	0.1%[9.22 µM]	13%[11.4 µM]
CC(=O)c1ccc(C2C=CC(Oc3ccc(-c4ccccc4)cc3)C(CO)O2)cc1 (centres undefined)	-2%[11.4 µM]	-0.5%[9.22 µM]	5%[11.4 µM]
C/C(CCN1CCc2nc(-c3ccccc3)c(-c3ccccc3)cc2C1)=N\OC[C@@H](O)COCc1ccco1	5%[11.4 µM]	-0.9%[9.22 µM]	5%[11.4 µM]
COc1ccc(O[C@H]2C=C[C@@H](c3ccccc3)O[C@@H]2CO/N=C(\C)CCN2CCCc3nc(C)c(C)cc32)cc1	-10%[11.4 µM]	1.1%[9.22 µM]	8%[11.4 µM]
C[C@H]1[C@H]2CC[C@H]3[C@@H]4CC=C5C[C@@H](N(C)C)CC[C@]5(C)[C@H]4CC[C@]23CN1C	?	-0.1%	-5%
Nc1nc2c(cnn2CCc2ccccc2)c2nc(-c3ccco3)nn12	20µM*	-1.8%	4%
COc1ccc(COC(=O)N/N=C2/C[C@@H](O)[C@@H](O)[C@@H]3[C@@H]4C(=O)N(C[C@@H]5CCCO5)C(=O)[C@H]4CC[C@@H]23)cc1	3%[11.4 µM]	-1.0%[9.22 µM]	1%[11.4 µM]
OCC1OC(C#Cc2ccccc2)C=CC1OCc1ccccc1 (centres undefined)	2%[11.4 µM]	0.5%[9.22 µM]	-2%[11.4 µM]
COC(=O)[C@H](CCSC)NC(=O)C/C=C\[C@@H](C)[C@@H](CO)OC	5%[11.4 µM]	2.6%[9.22 µM]	2%[11.4 µM]
COc1ccc(-c2ccc3c(n2)CCCN3C[C@H](O)CN2CCCc3nc(C)c(C)cc32)cc1	19%[11.4 µM]	0.4%[9.22 µM]	14%[11.4 µM]
CCOC(=O)N/N=C1/C[C@@H](O)[C@@H](O)[C@@H]2[C@@H]3C(=O)N([C@@H](C)c4ccccc4)C(=O)[C@H]3CC[C@H]12	2%[11.4 µM]	1.2%[9.22 µM]	8%[11.4 µM]

Screens from PubChem.

Not all compounds are listed (hit frequency here may not be typical).
